# Bioassay records: PubChem BioAssay, several laboratories
# M1 ag: agonists of M1 muscarinic receptor | CHO-M1 cells, Fluo-4 calcium fluorescence, agonist mode; stronger effect = higher value | B-score at 10 µM | 64,000 compounds, 3% hits | AID 626;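 active = fluorescence rise, raw or as B-score row- and column-corrected plate score, outside the 99.7% band of its plate's samples, either direction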
# 5-HT1A blocker: blocks the human serotonin 5-HT1a receptor; P08908; CHO 5-HT1a Ga15 NFAT-bla reporter, antagonist mode; inhibition, % at 10 µM; 62,000 compounds, 0.68% hits;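 active = inhibition above the mean of all tested compounds plus 3 SD, cut at about 43% in these data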;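 note: receptor stimulated by 5-CT agonist at 100 nM near EC80; beta-lactamase reporter measured by ratiometric fluorescence of a cleavable substrate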
# S1P1 ag pot: activates or potentiates agonism at human S1P1 receptor; P21453; S1P1 CRE-bla cells, forskolin, beta-lactamase FRET, potentiator mode; S1P1 agonist co-added at EC20, 2 nM; 100% = saturating reference agonist, 0% = basal; activation, % at 9.5 µM; 56,000 compounds, 0.57% hits; AID 449;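 active = activation above a cutoff set at the mean activation of all tested compounds plus 3 SD, cut at about 54% in these data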;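 note: forskolin at 4 µM as EC80 and the EC20 agonist is SEW2871; 100% = SEW2871 at its EC100 plus forskolin at EC80; some compounds past the cut are filed as inactive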
# Target sequence (P21453 whole entry, looked up): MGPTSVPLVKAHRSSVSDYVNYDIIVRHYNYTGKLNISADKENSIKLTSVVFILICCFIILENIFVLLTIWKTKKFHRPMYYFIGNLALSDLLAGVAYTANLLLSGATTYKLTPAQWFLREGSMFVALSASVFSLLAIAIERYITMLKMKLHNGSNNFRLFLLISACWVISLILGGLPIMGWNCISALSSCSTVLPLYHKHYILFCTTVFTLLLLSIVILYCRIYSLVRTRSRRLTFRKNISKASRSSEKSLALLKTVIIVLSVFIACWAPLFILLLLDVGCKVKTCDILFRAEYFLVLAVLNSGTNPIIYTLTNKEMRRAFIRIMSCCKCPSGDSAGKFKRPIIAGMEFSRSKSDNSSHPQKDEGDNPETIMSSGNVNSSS
# M1 antagonist: antagonists of rat M1 muscarinic receptor. P08482. AID 628. B-score at 10 µM. 64,000 compounds, 3.4% hits. CHO-M1 cells, Fluo-4 calcium, ACh EC80 antagonist mode; stronger effect = lower value;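 active = calcium fluorescence response, raw or row-and-column corrected B-score, differing from the plate sample mean either way at a set confidence level, mostly lower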
# Target sequence (P08482 whole entry, looked up): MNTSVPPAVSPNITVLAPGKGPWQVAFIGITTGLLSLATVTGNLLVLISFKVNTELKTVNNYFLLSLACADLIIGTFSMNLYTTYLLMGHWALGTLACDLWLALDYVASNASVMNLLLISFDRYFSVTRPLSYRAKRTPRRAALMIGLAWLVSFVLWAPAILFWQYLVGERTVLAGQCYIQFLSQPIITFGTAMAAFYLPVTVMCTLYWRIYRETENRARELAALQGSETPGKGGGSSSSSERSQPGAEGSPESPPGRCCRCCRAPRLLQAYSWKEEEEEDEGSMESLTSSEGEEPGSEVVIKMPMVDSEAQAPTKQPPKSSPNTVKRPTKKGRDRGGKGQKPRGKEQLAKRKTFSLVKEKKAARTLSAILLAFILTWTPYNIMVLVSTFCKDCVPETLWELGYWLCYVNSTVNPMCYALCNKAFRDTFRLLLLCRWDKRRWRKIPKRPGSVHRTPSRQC
# 5HT1a ag: 5-HT1a (human) receptor agonism; P08908; CHO 5-HT1a Ga15 NFAT-bla reporter, FRET ratio; 0% basal, 100% maximal reference agonist; activation, % at 10 µM; 65,000 compounds, 0.56% hits; AID 567;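 active = activation above the screen-wide mean activation plus 3 SD, cut at about 19% in these data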;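 note: 0% = DMSO wells and 100% = 5-CT at EC100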
# 5HT1E antag: antagonists of human 5-HT1E serotonin receptor; CHO 5-HT1E Ga15 NFAT-bla reporter, FRET, antagonist; P28566; 65,000 compounds, 0.99% hits; AID 571; inhibition, % at 6 µM;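 active = inhibition above a set limit, the mean inhibition across every tested compound plus 3 SD, cut at about 29% in these data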;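 note: signal is the 460 over 535 nm emission ratio of beta-lactamase substrate; 0% = agonist plus DMSO wells and 100% = wells without agonist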
# S1P3 ag: activates the human S1P3 receptor; Q99500; S1P3 NFAT-BLA reporter cells, agonism, FRET ratio; relative to 1 µM S1P, basal subtracted; activation, % at 4.5 µM; 60,000 compounds, 0.1% hits;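 active = activation above the screen-wide mean plus 3 SD, cut at about 4.5% in these data, passing the limit was not always enough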; note: some compounds called inactive have numbers as strong as hits
#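 Assay system: CHO cells stably expressing human S1P3, Gα16 and NFAT-β-lactamase reporter. Timing: overnight plating, 4 h compound 37 °C, 2 h substrate RT. Signal: β-lactamase FRET emission ratio 460/535 nm. Measure: percent activation versus median 1 µM S1P response, basal-subtracted, per plate. Repeats: primary screen single test, confirmation screen in triplicate.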
# Jurkat viability: cytotoxicity toward Jurkat cells. Jurkat E6.1 viability, ATP luminescence, 48 h. inhibition, % at 4 µM. 56,000 compounds, 1.2% hits. AID 463;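 active = inhibition above the mean inhibition of all tested compounds plus 3 SD, cut at about 28% in these data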
# HTR1E agonist: activates the human 5-HT1E serotonin receptor | P28566 | CHO 5-HT1E Ga15 NFAT-bla reporter, FRET; 0% DMSO wells, 100% control agonist wells | activation, % at 6 µM | 65,000 compounds, 0.69% hits;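 active = activation above a set limit, the screen-wide mean activation plus 3 SD, cut at about 8.5% in these data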;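 note: 100% = positive control agonist at 1 µM giving full maximal response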
# * = called active by the depositor; / = not tested or not shown.
SMILES,M1 ag,5-HT1A blocker,S1P1 ag pot,M1 antagonist,5HT1a ag,5HT1E antag,S1P3 ag,Jurkat viability,HTR1E agonist
Cc1cc(C)n(-c2nc3ccccc3c(=O)n2OCC(=O)N(C)C)n1,-1.1,0,-4,0.044,-3.5,3,-1.0,0,-1.0
Cc1ccc(-c2nn3c(C)nnc3s2)cc1NC(=O)c1cccnc1,-0.6,-4,-17,1,-2.2,-2,-0.7,5,-1.4
Cc1ccccc1-n1nc(C)c2cc(C(=O)NCc3cccnc3)sc21,-0.11,0,-6,-0.36,4.0,4,0.3,8,0.1
Cc1noc(NS(=O)(=O)c2ccc(N/C=C/C(=O)c3ccc4c(c3)OCO4)cc2)c1C,0.61,9,-8,0.052,-3.5,9,-0.7,7,0.2
COc1ccc(S(=O)(=O)N(C)CC(=O)N2CCOCC2)cc1,0.35,-14,-5,0.2,-0.9,-5,-1.1,0,0.0
COc1ccc2cc(C(c3nnnn3CCc3ccccc3)N3CCCC(C)C3)c(=O)[nH]c2c1 (configuration not stated),-0.13,-16,-76,-0.27,-1.8,-12,-1.2,-4,0.6
CSc1ccc(S(=O)(=O)Nc2cccc(F)c2)cc1,0.5,6,/,-2,-1.8,3,-0.1,-4,-0.4
CCn1c(CNC(=O)c2ccc(OC)c(OC)c2)nnc1SCC(=O)Nc1ccccc1,/,-20,-7,/,1.9,-2,0.1,-12,0.3
Cc1ccc(/C(O)=C2/C(=O)C(=O)N(CCN3CCOCC3)C2c2cccnc2)cc1 (configuration not stated),0.2,1,-11,0.2,-1.4,-11,-0.8,10,0.4
COc1ccccc1-c1cc(C2CC2)nc(N)c1C#N,0.031,6,-31,-0.16,-0.8,-1,-0.8,-2,-0.5
CC(O)[C@H](NC(=O)C1(c2ccccc2)CCN(C(=O)OC(C)(C)C)CC1)C(=O)O (some centres not stated),0.38,11,5,1.1,-3.5,5,-0.9,5,0.2
CCOC(=O)Nc1ccc2c(c1)N(C(=O)CCN1CCN3CCCC3C1)c1ccccc1CC2 (configuration not stated),/,-1,-17,/,-2.2,-9,1.4,-1,1.4
Cc1nnc(SCC(=O)Nc2ccccc2)n1CCc1ccccc1,-0.53,10,4,0.25,-3.8,11,-0.4,4,-0.1
COc1ccc(-c2[nH]c(-c3ccc(F)cc3)nc2SCC(=O)NCc2ccco2)cc1OC,0.43,12,-34,0.7,0.2,4,0.2,3,0.0
COc1cc2c(cc1OC)-c1nnnn1C(C)(C)C2,-1.1,-2,-38,0.24,-1.1,7,-1.4,1,-0.4
CN1CCN(Cc2c(O)c(Cl)cc3c(-c4ccccc4)cc(=O)oc23)CC1,-0.66,/,19,-0.48,1.9,13,-6.0,/,-0.6
Cc1cc(C)c2nc(N3CCC(C(=O)N4CCCC4)CC3)sc2c1,-0.1,-16,12,-8*,-1.0,-15,0.4,-5,0.5
CCCOc1ccc(C(=O)NCCC(=O)NCCCC(=O)OCC)cc1,-0.52,-14,-25,0.2,0.1,4,0.0,-4,0.3
NC(=O)c1sc2nc3c(c(-c4cccs4)c2c1N)CCCC3,-0.32,1,/,-0.43,-1.0,9,/,/,0.3
COC(=O)CSc1nnc(-c2cccnc2)n1-c1cc(OC)cc(OC)c1,0.0012,-7,-18,-0.29,0.3,-4,-1.0,-2,0.8
Cn1c(=O)c2c(nc(CN3CCN(c4ccccc4)CC3)n2Cc2ccccc2Cl)n(C)c1=O,-0.17,1,-12,0.65,-3.0,-6,1.0,-4,-0.1
c1ccc(-n2nnc3c(N4CCOCC4)ncnc32)cc1,0.17,-7,10,0.8,-3.5,-10,-1.2,2,0.1
CC1=C(C(=O)OCC2CCCO2)C(c2ccc(C)o2)C2=C(CC(c3ccc(F)cc3)CC2=O)N1 (configuration not stated),-0.22,-14,/,-0.5,-0.7,-4,-0.8,8,0.1
COC(=O)c1cc(OC)c(OC)cc1NC(=O)c1ccc(Br)o1,-0.089,-2,-41,0.19,4.8,-1,0.2,-2,1.1
COc1ccccc1NC(=O)CSc1nnc(-c2ccco2)n1Cc1ccco1,-0.24,17,/,0.64,-1.6,-6,/,/,-0.5
O=C(Cn1cc2c(n1)CCCC2)NCCCN1CCCC1,-0.19,7,-10,0.19,-3.7,6,-0.3,-1,-0.3
O=c1c2ccccc2nnn1CSc1nnc2sc3ccccc3n12,0.57,10,-9,-0.99,-1.2,-5,1.1,0,0.2
ONC(=Nc1ccccc1)C(=Nc1ccccc1)NO,-0.22,/,11,-0.33,-1.4,16,-3.8,/,-0.6
COc1ccc(C2SCC(=O)N2c2c(C)n(C)n(-c3ccccc3)c2=O)c(OC)c1 (configuration not stated),0.03,-10,-5,0.0029,-1.9,-9,0.1,-4,0.6
CC1CC(=O)N(CC(=O)NCc2ccco2)c2ccccc2S1 (configuration not stated),0.083,-8,-17,-0.43,-2.3,-4,-0.5,1,0.1
CCCCc1c(O)nc(SCC(=O)N2CCCCC2)n(-c2ccccc2C)c1=O,-0.58,-17,-3,0.46,1.6,-4,0.8,-9,1.0
COc1cc2c(C#N)c(N3CCOCC3)nc(N)c2c(N)n1,0.35,-16,-10,1.1,-0.4,-6,-0.9,1,0.4
CCN(CC)c1ccc(NC(=O)c2c(OC)cccc2OC)c(C)c1,1.6,3,/,0.48,-0.3,-9,-1.2,-4,0.4
CCOC(=O)c1c(C)c(C(=O)N2CCN(C(=O)c3ccco3)CC2)c(C)n1C,0.097,0,-2,0.0095,-1.6,7,0.5,-1,-0.6
Cc1cnc(NC(=O)C(C)N2C(=O)C3CC=CCC3C2=O)s1 (configuration not stated),0.15,-8,14,-0.41,-1.4,4,1.2,4,-0.5
CSc1nnc(Cn2c(=O)sc3ccccc32)n1CCc1ccccc1,0.19,4,5,1,-0.9,9,0.1,7,0.8
Cc1nc2cc(NC(=O)NCc3ccco3)ccc2n1C,0.23,-3,/,0.46,-2.2,-4,0.1,-1,-0.1
CC(C)(C)n1c(=O)[nH]c2c(c1=O)CCC2,0.35,-4,-8,0.15,-0.2,-10,0.1,4,0.4
CC(C)Cn1c(=O)c(C(=O)NCc2ccccn2)c(O)c2ccccc21,-0.14,-17,-23,-0.011,-2.4,11,1.4,0,-0.6
Cc1cccc(NC(=O)C2CCCN2C(=O)OCC(C)C)c1C (configuration not stated),0.52,20,0,-0.2,-3.7,-11,0.0,-8,0.9
O=C(CSCCO)Nc1cc(C(F)(F)F)ccc1Cl,-0.33,-22,-8,-0.024,1.5,-9,0.2,-9,-0.6
CC(C)C(NS(=O)(=O)c1cccc2nsnc12)C(=O)N1CCc2ccccc2C1 (configuration not stated),0.39,6,-13,-0.35,-0.3,-3,-0.3,-1,1.0
O=C(O)C1[C@H]2C(=O)N(C3CCCC3)C[C@]23C=C[C@H]1O3 (some centres not stated),-0.38,5,0,0.63,-1.2,-9,-1.4,2,0.6
N=c1c(C(=O)NCc2ccccc2)cc2c(=O)n3ccccc3nc2n1Cc1ccco1,2.8,/,-30,-1.7,6.8,-12,-1.1,/,0.5
CC(=O)c1sc(NC(=O)C2COc3ccccc3O2)nc1C (configuration not stated),-0.51,-8,-16,-0.18,-0.1,-9,-0.6,5,-0.3
COc1ccc(-c2noc(CCC(=O)NC3CCCCC3)n2)cc1OC,0.64,3,5,-1.3,0.6,-1,-0.3,6,-0.2
COc1ccc(OC)c(C2C(C(=O)O)c3ccccc3C(=O)N2C)c1 (configuration not stated),0.18,-3,-21,0.78,-1.9,-5,-0.6,-3,-0.2
O=C(NC1CCCc2ccccc21)C1CCN(S(=O)(=O)c2cccc3nonc23)CC1 (configuration not stated),-0.37,-15,/,0.73,-1.0,-11,/,/,-0.6
COc1ccc(S(=O)(=O)N2CCC(NC(=O)Nc3ccc(C)cc3)CC2)cc1,0.75,15,12,0.55,-1.3,1,0.6,0,0.5
COc1cccc(N2CCN(Cc3coc4c(Cl)cc(Cl)cc4c3=O)CC2)c1,-0.28,-1,-5,0.62,0.9,-4,-0.4,-3,32*

# Single records, as listed above. Order of screens: M1 ag	5-HT1A blocker	S1P1 ag pot	M1 antagonist	5HT1a ag	5HT1E antag	S1P3 ag	Jurkat viability	HTR1E agonist
# Listed for Cc1ccc(/C(O)=C2/C(=O)C(=O)N(CCN3CCOCC3)C2c2cccnc2)cc1 (configuration not stated) : 0.2	1	-11	0.2	-1.4	-11	-0.8	10	0.4
# Listed for COc1cc2c(cc1OC)-c1nnnn1C(C)(C)C2 : -1.1	-2	-38	0.24	-1.1	7	-1.4	1	-0.4
# Listed for CC(C)C(NS(=O)(=O)c1cccc2nsnc12)C(=O)N1CCc2ccccc2C1 (configuration not stated) : 0.39	6	-13	-0.35	-0.3	-3	-0.3	-1	1.0
# Listed for Cc1nc2cc(NC(=O)NCc3ccco3)ccc2n1C : 0.23	-3	/	0.46	-2.2	-4	0.1	-1	-0.1
# Listed for COc1ccc(-c2[nH]c(-c3ccc(F)cc3)nc2SCC(=O)NCc2ccco2)cc1OC : 0.43	12	-34	0.7	0.2	4	0.2	3	0.0

# New compounds follow.
SMILES,M1 ag,5-HT1A blocker,S1P1 ag pot,M1 antagonist,5HT1a ag,5HT1E antag,S1P3 ag,Jurkat viability,HTR1E agonist
CCOC(=O)c1c(NS(=O)(=O)c2cccc(OC)c2)sc2c1CCC2,0.29,12,14,-0.86,4.1,4,-0.9,6,-0.7
O=C(O)CCC1(C(=O)O)OCCc2ccccc21 (configuration not stated),-0.17,-17,-2,0.097,-1.1,11,-1.3,-2,-1.1
COc1cccc(/C=N/n2c(C)nc3ccccc32)c1OC,-0.24,15,-3,-0.4,-3.2,-4,-0.6,0,-0.4
CC1=C(C(=O)Nc2ccccn2)C(c2ccccc2)n2ncnc2N1 (configuration not stated),-0.15,6,-1,0.82,-5.6,6,-1.4,-2,-0.6
O=C(CN1C(=O)COc2ccccc21)N1CCCc2ccccc21,0.21,-8,8,-0.34,0.7,5,-0.7,-1,-0.4
CCCn1c(SCCN2C(=O)c3ccccc3C2=O)n[nH]c1=O,-1.1,4,-21,1.2,-2.4,-6,-0.2,0,0.3
CCCC1Cc2c(sc3nc(SC)nc(N)c23)CO1 (configuration not stated),-0.19,/,-33,-0.13,-0.5,12,1.6,/,0.2
CC(C)(C)NC(=O)Cn1c(=O)oc2ccc(Cl)cc21,0.32,1,-8,0.82,-3.1,8,-0.2,12,0.0
CCCc1nc2c(nnn2Cc2ccccc2)c(=O)[nH]1,0.057,1,-3,-1.1,-1.8,12,-1.0,-8,-0.3
Cc1cccc(-n2nc3c(c2NC(=O)c2ccc(Br)o2)CSC3)c1C,-0.052,6,/,0.89,2.4,-1,/,/,-0.1
O=C(Cn1nnc(-c2cccc(C(F)(F)F)c2)n1)NC(=O)NCc1ccco1,-0.37,18,5,-1.3,-0.8,0,0.9,-2,0.1
O=C(NCc1cccs1)c1nc2ncccn2n1,0.69,1,9,0.059,-2.5,0,-0.8,0,0.5
COc1ccc2c(-c3ccccc3)cc(N3CCOCC3)nc2c1,-0.24,9,-10,-0.086,1.2,-10,-1.1,0,0.5
